NOD2-RIPK2 inh: inhibitors of human NOD2-RIPK2 interaction | inhibition, % at 4.98 µM | hit rate 0.38% among 360,000 | CHO BLA complementation NOD2-RIPK2, CCF4 ratio | O43353; in the data active = inhibition above about 21%;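 also: 0% = vehicle only and 100% = reference blocker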
HTR2A ag: mouse HTR2A agonism via beta-arrestin recruitment; CHO-K1 mHTR2A beta-arrestin complementation, luminescence; percent of 30 µM serotonin response; activation, % at 7.6 µM; hit rate 0.66% among 360,000;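 active = activation above a run cutoff, the mean activation of all tested compounds plus 3 SD, cut at about 14% in these data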;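 also: 0% = plate median of compound wells and 100% = 30 µM serotonin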
ABHD5-PLIN5 inh: ABHD5-PLIN5 protein interaction inhibition | Q00G26+Q8WTS1 | Split G. princeps luciferase complementation, luminescence, 4 h | inhibition, % at 4 µM | hit rate 0.78% among 360,000 | AID 602281;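 active = inhibition above the mean inhibition across every tested compound plus 3 SD, cut at about 22% in these data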;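 also: 0% = DMSO only wells and the 100% control is not disclosed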
Glyco luc inh: N-linked glycosylation inhibition; D54 ERlucT glycosylation luciferase reporter, 24 h; percent of 100 nM tunicamycin response; reporter increase, % at 12.5 µM; hit rate 0.23% among 360,000; AID 588692;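 active = mean luciferase reporter signal, scaled so untreated is 0 and the glycosylation-blocking control 100, at or above a set limit in every replicate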;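 also: luciferase carries N-glycosylation sites so blocking glycosylation raises the light; 0% = median of neutral control wells and 100% = median of 100 nM tunicamycin wells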
H9c2 protect: protects H9c2 cardiomyocytes from peroxide injury. H2O2 injury protection, ATPLite, 2 h. protection from H2O2 cell death, % at 20 µM. hit rate 0.63% among 360,000;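 active = compounds giving at least 50% protection of heart cells from peroxide-induced death in the single-dose screen, raw or plate-pattern-corrected value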;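 also: 0% = DMSO wells with peroxide and 100% = DMSO wells without peroxide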
ABCB6 inh 2: inhibitors of human ABC transporter ABCB6; Q9NP58; K562-ABCB6 porphyrin accumulation, flow cytometry, 1 h; stronger effect = lower value; fluorescence ratio to DMSO, % at 10 µM; hit rate 0.19% among 360,000;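 active = fluorescence ratio to DMSO below 75%, the collection mean minus 3 SD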;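 also: signal is porphyrin accumulated inside mitochondria; 100% equals median channel fluorescence of DMSO control wells; lower ratio means ABCB6 inhibition with less porphyrin fluorescence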
MC4R barr agon: agonists of human melanocortin 4 receptor (MC4R) beta-arrestin. P32245. U2OS MC4R beta-arrestin complementation, luminescence; percent of melanotan II response, DMSO zero. activation, % at 8.9 µM. hit rate 0.98% among 360,000. AID 540308;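 active = activation above a per-plate cutoff, the mean activation of sample wells on that plate plus 3 SD, cut at about 8% in these data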
SRC2 inh: inhibits human steroid receptor coactivator 2; Q15596; HEK293 GAL4-SRC2 luciferase reporter, luminescence; inhibition, % at 9 µM; hit rate 0.17% among 370,000;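 active = inhibition above the mean inhibition of all tested compounds plus 3 SD, set per campaign, cut at about 52% in these data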;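 also: 0% = DMSO treated cells and 100% = cells given Gossypol at 36 µM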
TLR9-MyD88 inh: TLR9-MyD88 interaction inhibition. AID 504734. Q9NR96+Q99836. CHO BLA complementation TLR9-MyD88, CCF4 FRET ratio. inhibition, % at 4.98 µM. hit rate 0.21% among 340,000;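 active = inhibition above the mean over all tested compounds plus 3 SD, cut at about 21% in these data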;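 also: 0% = DMSO only wells and 100% = clavulanate BLA inhibitor control wells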
Target sequence (Q99836 whole entry, looked up): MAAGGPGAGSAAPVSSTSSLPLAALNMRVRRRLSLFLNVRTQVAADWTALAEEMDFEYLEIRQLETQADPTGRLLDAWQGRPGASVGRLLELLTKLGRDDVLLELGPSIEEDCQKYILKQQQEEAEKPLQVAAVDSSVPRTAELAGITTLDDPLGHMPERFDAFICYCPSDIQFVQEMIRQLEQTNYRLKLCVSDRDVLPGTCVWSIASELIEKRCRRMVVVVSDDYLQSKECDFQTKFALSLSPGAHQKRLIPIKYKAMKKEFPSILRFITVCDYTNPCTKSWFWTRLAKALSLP
Target sequence (Q9NR96 whole entry, looked up): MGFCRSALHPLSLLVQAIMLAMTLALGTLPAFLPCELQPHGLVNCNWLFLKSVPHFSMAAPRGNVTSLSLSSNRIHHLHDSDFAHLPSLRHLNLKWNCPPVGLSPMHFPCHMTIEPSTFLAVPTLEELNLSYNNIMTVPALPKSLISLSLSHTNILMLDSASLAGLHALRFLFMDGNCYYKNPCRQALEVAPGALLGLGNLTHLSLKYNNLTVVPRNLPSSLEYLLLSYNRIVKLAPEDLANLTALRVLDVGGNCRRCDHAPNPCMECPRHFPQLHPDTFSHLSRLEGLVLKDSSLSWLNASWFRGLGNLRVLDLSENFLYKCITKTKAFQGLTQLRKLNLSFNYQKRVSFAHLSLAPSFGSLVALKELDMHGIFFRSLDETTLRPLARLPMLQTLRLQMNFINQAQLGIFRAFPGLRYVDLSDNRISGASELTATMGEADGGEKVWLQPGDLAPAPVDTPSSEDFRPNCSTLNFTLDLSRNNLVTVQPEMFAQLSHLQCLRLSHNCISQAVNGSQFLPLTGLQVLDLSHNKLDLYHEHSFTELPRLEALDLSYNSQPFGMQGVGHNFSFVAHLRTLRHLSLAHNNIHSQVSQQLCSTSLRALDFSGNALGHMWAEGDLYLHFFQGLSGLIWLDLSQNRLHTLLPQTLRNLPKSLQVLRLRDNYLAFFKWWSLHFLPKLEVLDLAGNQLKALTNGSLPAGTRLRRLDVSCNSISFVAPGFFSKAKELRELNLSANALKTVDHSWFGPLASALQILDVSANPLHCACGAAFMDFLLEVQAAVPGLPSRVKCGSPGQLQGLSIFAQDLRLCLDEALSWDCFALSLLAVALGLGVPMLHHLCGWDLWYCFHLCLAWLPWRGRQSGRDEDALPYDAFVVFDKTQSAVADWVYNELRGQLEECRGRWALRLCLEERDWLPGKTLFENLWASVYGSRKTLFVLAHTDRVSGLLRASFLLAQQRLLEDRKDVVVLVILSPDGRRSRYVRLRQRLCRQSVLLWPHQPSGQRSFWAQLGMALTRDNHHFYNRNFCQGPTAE
MC4R antagonist: blocks human MC4R cAMP signaling; hit rate 0.48% among 360,000; MC4R-expressing cells, MTII-stimulated cAMP, LANCE TR-FRET; inhibition, % at 6.5 µM;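 active = inhibition above its plate's cutoff, the mean of tested wells on that plate plus 3 SD, cut at about 29% in these data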;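 also: 0% = Melanotan II alone and 100% = Melanotan II plus saturating MCL0020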
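Assay system: U2OS cells stably expressing human melanocortin 4 receptor (MC4R) / Dosing: 6.5 µM / Timing: compound 30 min, challenge 1 h, detection 1 h / Measured by: Eu-cAMP/anti-cAMP TR-FRET, emission 671 nm / Replicates: singlicate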
Active calls of the source: *. These rows are one share of the data; rates above refer to the full screens.

`OCCSc1nc2ccccc2n1CCOc1ccccc1` gave NOD2-RIPK2 inh -3, HTR2A ag -2, ABHD5-PLIN5 inh 3, Glyco luc inh -4, H9c2 protect -4, ABCB6 inh 2 93, MC4R barr agon -1.2, SRC2 inh -22, TLR9-MyD88 inh -5 and MC4R antagonist -6.
For CC(=O)Nc1cccc(C(=O)NC2CCCc3c2cnn3-c2ccccc2F)c1 (configuration not stated) the results were NOD2-RIPK2 inh -1, HTR2A ag 7, ABHD5-PLIN5 inh 4, Glyco luc inh 2, H9c2 protect 4, ABCB6 inh 2 91, MC4R barr agon -2.6, SRC2 inh -8, TLR9-MyD88 inh 4 and MC4R antagonist -2.
For O=C(CCCn1c(=O)[nH]c2cc(Cl)ccc2c1=O)NC1CCCCCCC1 the results were NOD2-RIPK2 inh 7, HTR2A ag -5, ABHD5-PLIN5 inh -1, Glyco luc inh -4, H9c2 protect -17, ABCB6 inh 2 95, MC4R barr agon -1.5, SRC2 inh 2, TLR9-MyD88 inh 5 and MC4R antagonist 2.
O=C(Cc1ccc(NC(=O)C2CCN(C(=O)C3CC3)CC2)cc1)Nc1cccc(C(=O)N2CCCC2)c1 was read as NOD2-RIPK2 inh 2, HTR2A ag 6, ABHD5-PLIN5 inh 2, Glyco luc inh 2, H9c2 protect -2, ABCB6 inh 2 101, MC4R barr agon 1.4, SRC2 inh -15, TLR9-MyD88 inh 2 and MC4R antagonist 8.
`COc1cc(C2NCCC(=O)C2(C)C)cc(OC)c1OC` (configuration not stated) gave NOD2-RIPK2 inh -13, HTR2A ag 2, ABHD5-PLIN5 inh 2, Glyco luc inh 1, H9c2 protect -3, ABCB6 inh 2 90, MC4R barr agon -2.3, SRC2 inh -10, TLR9-MyD88 inh -10 and MC4R antagonist 4.
`Nc1ncnc2nc(-c3ccccc3)[nH]c12` gave NOD2-RIPK2 inh -6, HTR2A ag -6, ABHD5-PLIN5 inh -6, Glyco luc inh 0, H9c2 protect 1, ABCB6 inh 2 103, MC4R barr agon -1.7, SRC2 inh -37, TLR9-MyD88 inh 3 and MC4R antagonist -6.
C/C=C/c1ccc(OCC(=O)O)c(OC)c1 was read as NOD2-RIPK2 inh -13, HTR2A ag 9, ABHD5-PLIN5 inh 0, Glyco luc inh 0, H9c2 protect 2, ABCB6 inh 2 100, MC4R barr agon -1.4, SRC2 inh 15, TLR9-MyD88 inh -12 and MC4R antagonist 7.
`COc1ccc(CNC(=O)c2cn(Cc3ccccc3OC)c(=O)s2)cc1` gave NOD2-RIPK2 inh -1, HTR2A ag -3, ABHD5-PLIN5 inh 9, Glyco luc inh -4, H9c2 protect -2, ABCB6 inh 2 98, MC4R barr agon -0.5, SRC2 inh -11 and MC4R antagonist 3.
Screening COc1ccc(-c2nc3c(c(SCC(=O)N4CCCC4)n2)COC(C)(C)C3)cc1 returned NOD2-RIPK2 inh 1, HTR2A ag -5, ABHD5-PLIN5 inh 1, Glyco luc inh 1, H9c2 protect 4, ABCB6 inh 2 97, MC4R barr agon -0.9, SRC2 inh 19, TLR9-MyD88 inh 9 and MC4R antagonist 1.
Screening CCOc1ccc2nc(N3CCC(C(=O)N4CCN(c5ncccn5)CC4)CC3)sc2c1 returned NOD2-RIPK2 inh 3, HTR2A ag 5, ABHD5-PLIN5 inh 3, Glyco luc inh 0, H9c2 protect -8, ABCB6 inh 2 85, MC4R barr agon -1.2, SRC2 inh -3, TLR9-MyD88 inh 12 and MC4R antagonist 8.
`CCc1ccc(NC(=O)N(CCN(C)C)C(C)c2cccnc2)cc1` (configuration not stated) gave NOD2-RIPK2 inh -8, HTR2A ag -4, ABHD5-PLIN5 inh -2, Glyco luc inh 1, H9c2 protect -7, ABCB6 inh 2 108, MC4R barr agon -0.3, SRC2 inh -6, TLR9-MyD88 inh 2 and MC4R antagonist 2.
O=[N+]([O-])c1cccc(S(=O)(=O)NCCOc2cccc3cccnc23)c1 was read as NOD2-RIPK2 inh -2, HTR2A ag 1, ABHD5-PLIN5 inh -4, Glyco luc inh 1, H9c2 protect 5, ABCB6 inh 2 97, MC4R barr agon -1.1, SRC2 inh -17, TLR9-MyD88 inh -17 and MC4R antagonist 7.
For COC(=O)c1sc2nc(CSc3nc4ccc(C)cc4[nH]3)[nH]c(=O)c2c1C the results were NOD2-RIPK2 inh -6, HTR2A ag 0, ABHD5-PLIN5 inh 0, Glyco luc inh 1, H9c2 protect 10, ABCB6 inh 2 98, MC4R barr agon -1.1, SRC2 inh -3, TLR9-MyD88 inh -6 and MC4R antagonist 4.
Cc1ccc(C2=NN(C(=O)CCl)C(c3ccco3)C2)o1 (configuration not stated) was read as NOD2-RIPK2 inh 13, HTR2A ag 0, ABHD5-PLIN5 inh 15, Glyco luc inh 10, H9c2 protect -6, ABCB6 inh 2 104, MC4R barr agon 1.6, SRC2 inh 38, TLR9-MyD88 inh 0 and MC4R antagonist 18.
For COc1cc(C(=O)O)c2c(c1C)OC(=O)c1c(C)cc(O)c(C=O)c1O2 the results were NOD2-RIPK2 inh 0, HTR2A ag 0, ABHD5-PLIN5 inh -4, Glyco luc inh 5, H9c2 protect 1, ABCB6 inh 2 100, MC4R barr agon -1.9, SRC2 inh 0, TLR9-MyD88 inh -4 and MC4R antagonist 10.
For O=c1cc(CCl)nc2sc3ccccc3n12 the results were NOD2-RIPK2 inh -2, HTR2A ag -2, ABHD5-PLIN5 inh 2, Glyco luc inh -2, H9c2 protect -7, ABCB6 inh 2 92, MC4R barr agon -1.3, SRC2 inh 17, TLR9-MyD88 inh -1 and MC4R antagonist 12.
Screening Cc1sc2nc(CN3CCOCC3)nc(NCCc3ccccc3)c2c1C returned NOD2-RIPK2 inh -4, HTR2A ag -8, ABHD5-PLIN5 inh 1, Glyco luc inh -3, H9c2 protect 17, ABCB6 inh 2 97, MC4R barr agon -1.9, SRC2 inh -9, TLR9-MyD88 inh 4 and MC4R antagonist 0.
For CCOC(=O)Cc1cc(=O)[nH]n(-c2ccccc2)c1=O the results were NOD2-RIPK2 inh 0, HTR2A ag 7, ABHD5-PLIN5 inh 4, Glyco luc inh 1, H9c2 protect -1, ABCB6 inh 2 99, MC4R barr agon -1.0, SRC2 inh 17, TLR9-MyD88 inh -2 and MC4R antagonist -3.
O=c1c(Cl)c(NCc2ccccc2)cnn1C12CC3CC(CC(C3)C1)C2 was read as NOD2-RIPK2 inh -13, HTR2A ag 3, ABHD5-PLIN5 inh -1, Glyco luc inh 1, H9c2 protect -7, ABCB6 inh 2 94, MC4R barr agon 1.0, SRC2 inh 0, TLR9-MyD88 inh 4 and MC4R antagonist 1.
Screening COc1ccc(S(=O)(=O)N2CCC(C(=O)NCCCn3ccnc3)CC2)cc1C returned NOD2-RIPK2 inh -11, HTR2A ag -3, ABHD5-PLIN5 inh 2, Glyco luc inh 0, H9c2 protect -2, ABCB6 inh 2 98, MC4R barr agon 1.3, SRC2 inh -16, TLR9-MyD88 inh -2 and MC4R antagonist 20.
For COc1ccc(NC(=O)CN(C)C(=O)CCNC(=O)Nc2ccccc2)cc1 the results were NOD2-RIPK2 inh -1, HTR2A ag 3, ABHD5-PLIN5 inh -5, Glyco luc inh 2, H9c2 protect -5, ABCB6 inh 2 97, MC4R barr agon 0.1, SRC2 inh -22, TLR9-MyD88 inh 5 and MC4R antagonist 3.
Screening O=C(CSc1nnc(-c2ccco2)n1-c1ccccc1)NCc1ccc2c(c1)OCO2 returned NOD2-RIPK2 inh -8, HTR2A ag 1, ABHD5-PLIN5 inh -5, Glyco luc inh 0, H9c2 protect -3, ABCB6 inh 2 96, MC4R barr agon -1.3, SRC2 inh -19, TLR9-MyD88 inh 10 and MC4R antagonist -1.
For CCCn1nc([N+](=O)[O-])c(C(C#N)c2nc3ccccc3s2)c(Cl)c1=O (configuration not stated) the results were NOD2-RIPK2 inh -7, HTR2A ag -2, ABHD5-PLIN5 inh 11, Glyco luc inh -4, H9c2 protect -18, ABCB6 inh 2 91, MC4R barr agon -4.8, SRC2 inh 50, TLR9-MyD88 inh 8 and MC4R antagonist 4.
For COc1ccc(NC(=O)C2c3ccccc3OCC(=O)N2CCc2ccccc2)cc1 (configuration not stated) the results were NOD2-RIPK2 inh 11, HTR2A ag 2, ABHD5-PLIN5 inh -5, ABCB6 inh 2 97 and SRC2 inh 3.
Screening COc1cc2c(=O)n(CC3CCCO3)c(=O)n(CC(=O)Nc3ccc(F)cc3F)c2cc1OC (configuration not stated) returned NOD2-RIPK2 inh 2, HTR2A ag 3, ABHD5-PLIN5 inh -1, Glyco luc inh 0, H9c2 protect -1, ABCB6 inh 2 97, MC4R barr agon -0.1, SRC2 inh -1, TLR9-MyD88 inh 0 and MC4R antagonist 3.
For CCCNC(=O)/C=C/c1ccc(C(C)C)cc1 the results were NOD2-RIPK2 inh -6, HTR2A ag -3, ABHD5-PLIN5 inh 0, Glyco luc inh 0, H9c2 protect -2, ABCB6 inh 2 101, MC4R barr agon 0.2, SRC2 inh -34, TLR9-MyD88 inh -14 and MC4R antagonist 7.
FC(F)(F)c1ccnc(NCc2ccco2)n1 was read as NOD2-RIPK2 inh -9, HTR2A ag 5, ABHD5-PLIN5 inh -2, Glyco luc inh 1, H9c2 protect -1, ABCB6 inh 2 104, MC4R barr agon 0.5, SRC2 inh -13, TLR9-MyD88 inh 8 and MC4R antagonist -1.
Screening CCCCc1[nH]c(=O)c(C#N)c2c1CCCC2 returned NOD2-RIPK2 inh 1, HTR2A ag -1, ABHD5-PLIN5 inh 0, Glyco luc inh 1, H9c2 protect 6, ABCB6 inh 2 97, MC4R barr agon -2.8, SRC2 inh 7, TLR9-MyD88 inh 3 and MC4R antagonist 8.
CCOc1ccccc1C(=O)Oc1ccc2ccc(=O)oc2c1 was read as NOD2-RIPK2 inh -5, HTR2A ag -1, ABHD5-PLIN5 inh -2, Glyco luc inh 0, H9c2 protect -1, ABCB6 inh 2 92, MC4R barr agon -0.1, SRC2 inh 6, TLR9-MyD88 inh -5 and MC4R antagonist 1.
CC(C)CCNC(=O)c1cccc(Cl)c1 was read as NOD2-RIPK2 inh -3, HTR2A ag 3, ABHD5-PLIN5 inh 4, Glyco luc inh 1, H9c2 protect -1, ABCB6 inh 2 100, MC4R barr agon 0.8, SRC2 inh -6, TLR9-MyD88 inh -1 and MC4R antagonist -3.
For CCCc1ccc(OCC(O)CN2CCN(CCO)CC2)cc1 (configuration not stated) the results were NOD2-RIPK2 inh -14, HTR2A ag 7, ABHD5-PLIN5 inh -2, Glyco luc inh 1, H9c2 protect -2, ABCB6 inh 2 101, MC4R barr agon -0.2, SRC2 inh 7, TLR9-MyD88 inh 0 and MC4R antagonist -5.

Assay outcomes deposited in PubChem BioAssay by several laboratories.
